Screening data: PubChem BioAssay, Sanford-Burnham Center for Chemical Genomics
APOBEC3G inh: APOBEC3G DNA deaminase inhibitors, primary screen, biochemical, fluorescence, single-stranded DNA substrate, uHTS | hit rate 0.28% among 330,000 | inhibition, % at 20 µM | DNA dC->dU-editing enzyme APOBEC-3G (Homo sapiens), Q9HC16 | recombinant A3G, ssDNA deamination FAM/TAMRA fluorescence;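 active = inhibition of at least 40% at 20 µM, with no more than 30% in the related APOBEC3A deaminase screen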;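 note: plate controls were DMSO wells with A3G for no effect and wells lacking A3G enzyme for full effect; some compounds called inactive have numbers as strong as hits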
Target sequence (Q9HC16 whole entry, looked up): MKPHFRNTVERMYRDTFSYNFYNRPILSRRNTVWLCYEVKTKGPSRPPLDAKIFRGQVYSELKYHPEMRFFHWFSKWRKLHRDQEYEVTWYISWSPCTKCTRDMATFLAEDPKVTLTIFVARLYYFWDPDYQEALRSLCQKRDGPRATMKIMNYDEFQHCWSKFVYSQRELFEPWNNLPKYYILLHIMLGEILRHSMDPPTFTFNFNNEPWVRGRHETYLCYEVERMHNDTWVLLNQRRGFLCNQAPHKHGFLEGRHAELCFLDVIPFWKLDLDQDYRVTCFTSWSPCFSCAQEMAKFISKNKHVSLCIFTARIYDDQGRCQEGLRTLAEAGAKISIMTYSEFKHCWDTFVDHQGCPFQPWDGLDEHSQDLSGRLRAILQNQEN
MPTP block: mitochondrial permeability transition pore inhibitors, primary screen, biochemical, isolated mouse mitochondria, absorbance; Ca2+ swelling absorbance, 30 min; inhibition, % at 10 µM; hit rate 1.4% among 360,000;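 active = inhibition of 50% or more, scaled per plate between neutral and stimulator controls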;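 note: 0% = DMSO wells given calcium and 100% = 1 mM EGTA wells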
MIN6 prolif: inducers of MIN6 beta-cell proliferation, primary screen, ATP luminescence, uHTS; MIN6 cells proliferation, ATPlite luminescence, 48 h; cells starved in 0.2% serum; 100% = growth in 10% serum; proliferation, % at 10 µM; hit rate 0.29% among 330,000;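 active = compounds whose signal lies at least 3.5 SD above the mean of all wells on their plate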;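 note: 0% = DMSO-treated cells in low-serum medium and 100% = 10% serum control; some compounds called inactive have numbers as strong as hits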
APOBEC3A inh: APOBEC3A ssDNA deaminase inhibitors, primary screen, selectivity assay for APOBEC3G inhibitor project, biochemical, FAM/TAMRA oligo cleavage fluorescence; DNA dC->dU-editing enzyme APOBEC-3A (Homo sapiens), P31941; recombinant A3A, FAM/TAMRA ssDNA deamination fluorescence; inhibition, % at 20 µM; hit rate 0.41% among 330,000; AID 493011, 2011;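 active = at least 40% inhibition at 20 µM here, with at most 30% in a related deaminase screen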;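 note: plate controls were A3A with DMSO for no effect and wells lacking A3A enzyme for full effect; some results filed as inactive read as strong as hits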
Target sequence (P31941 whole entry, looked up): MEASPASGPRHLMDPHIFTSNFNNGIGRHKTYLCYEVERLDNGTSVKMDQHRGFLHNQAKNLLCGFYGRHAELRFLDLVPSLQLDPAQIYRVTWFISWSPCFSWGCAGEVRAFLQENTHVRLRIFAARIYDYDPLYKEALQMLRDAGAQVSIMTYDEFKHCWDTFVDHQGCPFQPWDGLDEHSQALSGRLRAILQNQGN
mIAP activ: activators of mouse IAP, primary screen, biochemical, luminescence, uHTS. intestinal alkaline phosphatase [Mus musculus]. muIAP, CDP-Star luminescence, 30 min; stronger effect = higher value; 1 = vehicle-only enzyme signal, 0 = enzyme-free wells. activation factor at 10 µM. hit rate 0.24% among 330,000;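 active = activation factor of at least 2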; note: the source names both 10 and 20 µM as test concentration; values of inactives mirror those of a sister screen read the other way
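Assay system: mouse IAP enzyme; reagent: chemiluminescent substrate CDP-Star; dosing: test compounds delivered from DMSO solution; schedule: 30 min at room temperature; measured by: luminescence from enzymatic CDP-Star hydrolysis; controls: DMSO-only wells and no-enzyme negative control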
hIAP act: human IAP activators, primary screen, biochemical, luminescence, uHTS; Intestinal-type alkaline phosphatase (Homo sapiens), P09923; purified human IAP, CDP-Star luminescence, 30 min; stronger effect = higher value; 1 = vehicle-only enzyme, 0 = enzyme-free background; activation factor at 10 µM; hit rate 0.16% among 330,000;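 active = activation factor of the enzyme at least 2-fold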; note: the source names both 10 and 20 µM as test concentration; values of inactives mirror those of a sister screen read the other way
Target sequence (P09923 whole entry, looked up): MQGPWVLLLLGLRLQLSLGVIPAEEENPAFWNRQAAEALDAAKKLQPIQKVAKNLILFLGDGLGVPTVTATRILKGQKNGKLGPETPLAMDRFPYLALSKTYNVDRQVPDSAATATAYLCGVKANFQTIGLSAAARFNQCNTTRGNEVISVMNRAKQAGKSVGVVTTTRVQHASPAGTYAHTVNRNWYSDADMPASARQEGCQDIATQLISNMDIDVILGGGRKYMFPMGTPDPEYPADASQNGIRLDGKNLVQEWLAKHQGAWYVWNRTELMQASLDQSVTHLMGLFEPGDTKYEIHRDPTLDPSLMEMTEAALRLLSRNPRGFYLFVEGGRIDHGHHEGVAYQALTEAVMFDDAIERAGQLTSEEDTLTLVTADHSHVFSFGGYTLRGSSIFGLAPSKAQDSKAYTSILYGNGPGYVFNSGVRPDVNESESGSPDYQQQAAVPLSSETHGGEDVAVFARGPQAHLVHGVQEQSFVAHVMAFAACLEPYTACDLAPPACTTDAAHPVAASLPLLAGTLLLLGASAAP
hIAP block: human IAP inhibitors, primary screen, biochemical, luminescence, uHTS. purified IAP, CDP-Star luminescence, 30 min. inhibition, % at 10 µM. hit rate 0.12% among 330,000. Intestinal-type alkaline phosphatase (Homo sapiens), P09923;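 active = inhibition reaching a set limit with compound at 10 µM in the primary screen, cut at about 35% in these data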;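 note: plate controls were DMSO wells with enzyme for no effect and no-enzyme buffer wells for full effect; values of inactives mirror those of a sister screen read the other way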
mIAP block: inhibitors of mouse IAP, primary screen, biochemical, luminescence, uHTS; AID 2806, 2010; hit rate 0.2% among 330,000; inhibition, % at 10 µM; purified mouse IAP, CDP-Star luminescence, 30 min; intestinal alkaline phosphatase [Mus musculus];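 active = inhibition of at least 40% at 10 µM in the primary screen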;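 note: plate controls were DMSO with enzyme for no effect and no enzyme wells for full effect; values of inactives mirror those of a sister screen read the other way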
GRIN3A LBD mod: binders of NR3A ligand-binding domain, primary screen, biophysical, differential scanning fluorimetry, uHTS; Glutamate receptor ionotropic, NMDA 3A (GRIN3A) ligand-binding domain; NR3A LBD differential scanning fluorimetry, Tm shift; 0% = protein alone, 100% = glycine-bound protein; Tm shift relative to glycine control, % at 25 µM; hit rate 2.5% among 340,000;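 active = melting temperature shift of at least 10% of the positive control shift, at one fixed dose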
An asterisk follows results filed as active; . = no result given.

SMILES | APOBEC3G inh | MPTP block | MIN6 prolif | APOBEC3A inh | mIAP activ | hIAP act | hIAP block | mIAP block | GRIN3A LBD mod
CCOC(=O)COc1ccc(Br)cc1/C=C/c1[nH]c(=O)[nH]c(=O)c1[N+](=O)[O-] | -4 | 0.4 | -3 | 2 | 0.91 | 0.96 | 4 | 9 | 161*
O=C(O)CCCC(=O)NNc1nc(-c2ccccc2)c2cc(Cl)ccc2n1 | -5 | -0.8 | -1 | -11 | 1 | 1.1 | -6 | 0 | 0
Cc1ccc(OCCC(=O)Nc2ccc(S(=O)(=O)Nc3cc(C)nc(C)n3)cc2)cc1 | -9 | -0.6 | 0 | -2 | 1 | 0.98 | 2 | 0 | 1
COCCS(=O)(=O)N(Cc1ccc(Br)cc1)[C@@H](C)C(=O)OC | 0 | -1.2 | . | 1 | 1.1 | . | . | -11 | -2
Cc1ccc(C(=O)CN(C(=O)c2ccc(Cl)c(Cl)c2)N2C(=O)C3C4C=CC(C4)C3C2=O)cc1 (stereo unspecified) | -9 | 1.5 | -3 | -9 | 0.98 | 1.1 | -7 | 2 | -23
CCCCCc1n[nH]c2c1CCCC2 | 0 | 1.4 | -1 | -4 | 1.2 | 1.2 | -15 | -16 | -3
CCCCCCCCNC(=O)c1cccnc1SCC(=O)Nc1ccc(OC)cc1OC | -3 | 11 | -2 | -2 | 1 | 0.94 | 6 | 0 | -2
COc1ccc(N(CC(=O)Nc2ccc3c(c2)OCCO3)S(=O)(=O)c2cccc(C)c2)cc1 | -9 | -1.0 | -1 | -2 | 1.6 | 1.1 | -13 | -58 | -3
CCOC(=O)c1ccc(NC(=O)c2nc[nH]c2C(=O)N2CCN(c3ccccc3)CC2)cc1 | -6 | 0.6 | 1 | -1 | 0.96 | 1.4 | -35 | 4 | -4
Cc1nc(C(=O)NC2CCOCC2)sc1C1(C)CC(c2cccc([N+](=O)[O-])c2)=NO1 (stereo unspecified) | -6 | 3.4 | 5 | 0 | 0.98 | 1 | 0 | 2 | 0
CCN(C(=O)COC(=O)c1cnc(C)cn1)c1c(N)n(Cc2ccccc2)c(=O)[nH]c1=O | -7 | -1.3 | -1 | -3 | 0.98 | 0.88 | 12 | 2 | 0
CS(=O)Cc1cc(Oc2ccccc2)nc(-c2ccncc2)n1 (stereo unspecified) | -1 | -1.1 | -5 | -3 | 0.98 | 1.1 | -9 | 2 | -1
O=c1[nH]c(N/N=C/c2ccccc2Br)nnc1-c1ccccc1 | -6 | 10 | -5 | -2 | 1.1 | 1.1 | -11 | -11 | -4
COc1ccc2[nH]c3c(=O)n(Cc4ccc(C(=O)N5CCCC5)cc4)c(=S)[nH]c3c2c1 | -5 | 1.6 | -1 | -4 | 0.98 | 0.97 | 3 | 2 | 2
NS(=O)(=O)c1ccc(CCNC(=O)CCS(=O)(=O)c2ccc(Br)cc2)cc1 | 24 | 0.3 | -1 | 46* | 0.95 | 1.1 | -14 | 4 | 2
O=C(NCc1nc2ccccc2[nH]1)C1=C[C@H](C2CC2)C[C@H](OCCCCO)O1 | 5 | 0.4 | -5 | -3 | 1 | 0.85 | 15 | -1 | -1
Cc1ccc(/C=C/S(=O)(=O)NCC(=O)OCC(=O)Nc2c(F)cccc2F)cc1 | 11 | 0.1 | -5 | 55* | 1 | 1.2 | -15 | -4 | 3
O=C(Oc1ccccc1N1C(=O)C2CC=CCC2C1=O)c1ccc(Br)cc1 (stereo unspecified) | -3 | 0.5 | 0 | 0 | 1.1 | 0.79 | 21 | -9 | 1
O=C1c2cccnc2C(=O)N1c1cccc([N+](=O)[O-])c1 | -8 | -0.7 | -3 | -1 | 1 | 0.97 | 3 | -4 | 0
COc1ccccc1/C=N\N=C(\N)c1ccccn1 | -4 | 1.4 | -4 | -1 | 0.9 | 1.2 | -16 | 10 | -1
CCCSCCCNC(=O)CC1Oc2ccccc2NC1=O (stereo unspecified) | 4 | -0.2 | 0 | 0 | 1.1 | 1.2 | -17 | -7 | 3
CCCc1cc(=O)oc2cc(OCc3ccc(C(=O)O)o3)ccc12 | -4 | -0.3 | -1 | 7 | 1 | 1.1 | -6 | -2 | 0
Cc1c(C2(O)CCCCC2)[nH]c2cnccc12 | -2 | 0.6 | -1 | 2 | 1 | 1 | -2 | -5 | -3
Cc1ccc2nc(-c3ccncc3)cc(C(=O)Nc3ccc(F)cc3C)c2c1 | -6 | -0.9 | -2 | -1 | 0.89 | 1.1 | -8 | 11 | -4
Cc1ccc(C(=O)c2ccccc2C(=O)Nc2ccccc2)cc1 | -3 | -0.5 | -7 | 1 | 1 | 1 | -3 | -4 | 0
Next part
SMILES | APOBEC3G inh | MPTP block | MIN6 prolif | APOBEC3A inh | mIAP activ | hIAP act | hIAP block | mIAP block | GRIN3A LBD mod
Cc1c(CC(=O)O)c(=O)oc2cc(OCc3ccc(F)cc3Cl)ccc12 | 1 | 1.4 | -2 | -1 | 1 | 0.88 | 12 | 0 | 1
CC(NC(=O)C(NS(=O)(=O)c1cccc2nsnc12)C(C)C)c1ccccc1 (stereo unspecified) | 11 | -0.1 | -1 | 1 | 0.93 | 1.1 | -6 | 7 | 1
COc1ccc(C(=O)/C=C/Nc2cc(C)on2)c(OC)c1 | -8 | 0.9 | -1 | -2 | 0.98 | 1 | -4 | 2 | 31*
CSc1sc(C(=O)NNC(=O)c2ccc(Cl)cc2)c2c1C=CCC2 | -3 | 3.0 | 0 | 0 | 0.97 | 0.83 | 17 | 3 | 0
C/C(=N\NC(=O)CC(C)C)c1ccc(Cl)c(Cl)c1 | -3 | -0.3 | 2 | -4 | 0.91 | 0.81 | 19 | 9 | 5
CS(=O)(=O)Cc1cc(N2CCCC2)nc(-c2ccccc2)n1 | -4 | -0.6 | 0 | -1 | 0.94 | 1 | 0 | 6 | 0
Cc1cc(=O)[nH]c(-c2ccccc2)n1 | -5 | -3.0 | -1 | -1 | 1 | 1 | -2 | -2 | -1
CC(=O)NCCOc1nc(N(C)C)nc(N2CCOCC2)n1 | -3 | -1.3 | -4 | -2 | 0.98 | 1.2 | -16 | 2 | 0
Cc1ccc(C)c(C(=O)CCC(=O)N2CCN(c3cccc(C(F)(F)F)c3)CC2)c1 | -6 | 1.8 | -3 | 0 | 0.96 | 0.96 | 4 | 4 | 4
C=CCn1c(SCc2ccccc2F)nc2cc(C(=O)O)ccc2c1=O | 2 | 0.9 | -3 | 1 | 1 | 0.95 | 5 | 0 | -2
CC(C)CC1NC2(C(=O)N(C)c3ccccc32)C2C(=O)N(C(C)C)C(=O)C12 (stereo unspecified) | -2 | -1.6 | -2 | 3 | 0.96 | 1.1 | -8 | 4 | -1
O=C(NC(=S)Nc1ccccc1[N+](=O)[O-])c1ccccc1 | -4 | 5.0 | -3 | -7 | 0.9 | 1 | -4 | 10 | 2
O=C(NCc1ccccc1)c1ccc2c(=O)[nH]c3c(C(=O)NCC4CCCO4)sc(=S)n3c2c1 (stereo unspecified) | -6 | 1.1 | -2 | -5 | 0.8 | 0.94 | 6 | 20 | 4
Cc1ccccc1CSc1n[nH]c(NS(=O)(=O)c2ccccc2)n1 | -3 | -1.3 | -1 | 0 | 0.9 | 1.1 | -10 | 10 | -1
CCCCNC(=O)CC1N=C2c3ccccc3N=C(SCC(=O)Nc3ccc(OC)cc3)N2C1=O (stereo unspecified) | -4 | 1.0 | -2 | -5 | 1 | 1.1 | -8 | 0 | -7
COc1ccc(N2C(=O)CSC23C(=O)Nc2ccccc23)cc1 (stereo unspecified) | -3 | 2.8 | -1 | -4 | 1 | 1 | -1 | 0 | 4
O=C(Cn1nnc2c(cnn2-c2ccccc2)c1=O)N1CCN(c2ccccc2F)CC1 | -12 | -1.9 | 0 | -5 | 0.97 | 1.1 | -9 | 3 | -1
COc1ccc(/C=N/Nc2snc(SC)c2C#N)cc1OC | -3 | 5.9 | 1 | 2 | 0.93 | 0.97 | 3 | 7 | 6
CC1CCCCN1CC(=O)c1c(N)n(Cc2ccccc2)c(=O)n(C)c1=O (stereo unspecified) | -9 | 1.2 | -2 | 4 | 1 | 0.96 | 4 | -3 | 0
O=C(O)CCC(=O)Nc1ccc2c(c1)Cc1cc(NC(=O)CCC(=O)O)ccc1-2 | -7 | -0.2 | 0 | -2 | 1.1 | 1.1 | -7 | -6 | 0
CCNS(=O)(=O)c1ccc(NC(=O)Cn2nc(C(F)(F)F)cc2C)cc1 | -6 | 0.3 | 1 | -3 | 0.91 | 0.87 | 13 | 9 | -3
Cc1cc(C)cc(NC(=O)COC(=O)c2ccc(CN3CCCC3=O)cc2)c1 | -6 | 1.1 | -1 | 9 | 1.1 | 0.96 | 4 | -7 | 0
COc1ccc(/C=C/C(=O)OCC(=O)NC2CCS(=O)(=O)C2)cc1 (stereo unspecified) | -7 | 0.0 | -4 | -4 | 0.97 | 0.99 | 1 | 2 | -2
CCCN(CCC)S(=O)(=O)c1cc(CN2C(=O)c3cccnc3C2=O)ccc1OC | -2 | 0.8 | -4 | -2 | 0.92 | 1 | -3 | 8 | 2
CCOC(=O)/C(C#N)=C/NC(=O)NC(C)(C)C | -4 | -0.3 | -1 | 1 | 0.91 | 1 | -2 | 9 | -1

Random excerpt: two entries already listed, in no set order.
SMILES | APOBEC3G inh | MPTP block | MIN6 prolif | APOBEC3A inh | mIAP activ | hIAP act | hIAP block | mIAP block | GRIN3A LBD mod
CC(=O)NCCOc1nc(N(C)C)nc(N2CCOCC2)n1 | -3 | -1.3 | -4 | -2 | 0.98 | 1.2 | -16 | 2 | 0
C/C(=N\NC(=O)CC(C)C)c1ccc(Cl)c(Cl)c1 | -3 | -0.3 | 2 | -4 | 0.91 | 0.81 | 19 | 9 | 5

The list continues:
SMILES | APOBEC3G inh | MPTP block | MIN6 prolif | APOBEC3A inh | mIAP activ | hIAP act | hIAP block | mIAP block | GRIN3A LBD mod
COC(=O)CN1C(=O)[C@H]2[C@@H](c3ccc(C)o3)N3C(=O)CN(Cc4ccc(-c5ccccc5)cc4)C(=O)[C@@]3(C)[C@H]2C1=O | -2 | -1.2 | 3 | -1 | 0.96 | 0.89 | 12 | 4 | 0
COc1ccc(-c2cc(C(=O)OCC(=O)NC(C)C)c3ccccc3n2)cc1 | -6 | 0.5 | -5 | 0 | 1 | 0.97 | 3 | -3 | 2
COCCn1c(SCc2c(F)cccc2Cl)nc2c1c(=O)[nH]c(=O)n2C | -2 | 1.1 | -1 | -2 | 1 | 1 | -4 | -3 | -2
CC(C)C(=O)N1CCN(S(=O)(=O)c2ccc3ccccc3c2)CC1 | -7 | -0.7 | 0 | 2 | 0.98 | 0.92 | 8 | 2 | -5
O=c1c2cc(N3CCOCC3)ccc2[nH]c(=S)n1Cc1cccc(Cl)c1 | -7 | 1.3 | -4 | -6 | 0.95 | 0.97 | 2 | 5 | 31*
CC1CC(C)(C)CC2(C1)NC(=O)N(CC(=O)OCc1ccc(Br)cc1)C2=O (stereo unspecified) | -5 | 0.0 | -2 | -3 | 0.99 | 1.1 | -9 | 1 | 0
